# Mcl-1 Bim block = disrupts Bim peptide binding to human Mcl-1; Q07820; Bead-based flow cytometry, Bim peptide-Mcl-1 binding; inhibition, % at 10 µM; 190,000 compounds, 0.1% hits;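 further: 0% = no compound tracer wells and 100% = peptide blocker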
# Target sequence (Q07820 whole entry, looked up): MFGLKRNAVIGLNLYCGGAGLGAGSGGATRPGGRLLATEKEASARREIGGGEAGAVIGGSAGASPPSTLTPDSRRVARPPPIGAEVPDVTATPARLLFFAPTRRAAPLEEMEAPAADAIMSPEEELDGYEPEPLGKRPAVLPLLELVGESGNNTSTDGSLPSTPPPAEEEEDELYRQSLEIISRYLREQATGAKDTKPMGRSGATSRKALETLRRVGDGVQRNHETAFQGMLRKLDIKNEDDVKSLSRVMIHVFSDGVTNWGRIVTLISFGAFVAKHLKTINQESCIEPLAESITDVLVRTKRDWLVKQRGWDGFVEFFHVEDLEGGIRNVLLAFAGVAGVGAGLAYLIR
# Bim-Bcl-XL = human Bim-Bcl-XL interaction inhibition. Bim peptide-Bcl-XL binding, bead flow cytometry, fluorescence. inhibition, % at 10 µM. 190,000 compounds, 0.04% hits. AID 1007
# RGS8-Gao reg = regulators of human RGS8-Galphao interaction. multiplexed bead flow cytometry, RGS8-Galphao binding; actives lie on both sides. response (percent of control binding), % at 10 µM. 220,000 compounds, 0.34% hits. AID 1423; in the data active means response below about 60% or above about 140%; inactive means in between;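 further: Galphao activated as the GDP aluminium fluoride complex binding bead-coupled RGS8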
# RGS4-Gao reg = modulates binding of RGS4 to human Galphao; P09471; Multiplexed bead flow cytometry; actives lie on both sides; binding response (% of control), % at 10 µM; 220,000 compounds, 0.33% hits; AID 1415; in the data active means binding response below about 49% or above about 150%; inactive means in between;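 further: fluorescent Galphao activated with aluminum fluoride binding bead-coupled RGS4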
# Bim-Bcl-2 = disrupts Bim peptide binding to human Bcl-2; AID 950; 190,000 compounds, 0.06% hits; inhibition, % at 10 µM; P10415; Bead-based flow cytometry, Bim peptide-Bcl-2 binding; in the data active means inhibition above about 40%; inconclusive means no clear call, values can overlap the other calls;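 further: 0% = no compound wells with probe peptide and 100% = reference peptide inhibitor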
# Target sequence (P10415 whole entry, looked up): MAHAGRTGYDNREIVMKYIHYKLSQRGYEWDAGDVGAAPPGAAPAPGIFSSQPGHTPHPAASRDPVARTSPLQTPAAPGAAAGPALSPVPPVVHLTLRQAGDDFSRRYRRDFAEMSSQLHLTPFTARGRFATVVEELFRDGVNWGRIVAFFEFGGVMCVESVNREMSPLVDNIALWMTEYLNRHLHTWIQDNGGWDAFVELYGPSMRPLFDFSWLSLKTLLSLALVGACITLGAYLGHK
# Bim-Bfl-1 = inhibitors of Bim-Bfl-1 interaction, human; Q16548; Bead-based flow cytometry, Bim-Bfl-1 binding inhibition; inhibition, % at 10 µM; 190,000 compounds, 0.12% hits;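 further: 0% = wells without compound plus tracer and 100% = blocker peptide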
# GSH bead fluor = GSH bead compound fluorescence profile | GSH beads flow cytometry, compound fluorescence 488/530 nm; hits give high values | fluorescence (KMESF) at 10 µM | 190,000 compounds, 0.25% hits | AID 1776; in the data active means fluorescence above about 89;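 further: glutathione beads carrying GST-tagged Bcl family fusion proteins plus one bare bead set; values are compound well signal with DMSO vehicle wells as background; inactives centre near 16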
# Mcl1 Bid PPI = disrupts binding of human Mcl-1 to Bid peptide. Q07820. TR-FRET Mcl-1/Bid-Dy647 peptide binding, 1536-well. inhibition, % at 21.7 µM. 220,000 compounds, 0.97% hits;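 active means compounds that cut the binding signal by more than half at the single screening dose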;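 further: His-tagged Mcl-1 with europium anti-His antibody binding Bid BH3 peptide; 0% = Mcl-1 plus peptide wells and 100% = peptide-only wells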
# RGS7-Gao reg = human RGS7-Galphao interaction regulation. 220,000 compounds, 0.35% hits. AID 1439. binding response (% of control), % at 10 µM. P09471. Multiplexed bead flow cytometry, RGS7-Galphao binding; actives lie on both sides; in the data active means binding response below about 49% or above about 150%; inconclusive means no clear call, values can overlap the other calls; inactive means in between;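 further: fluorescent Galphao held in activated GDP-AlF4 state binding bead-coupled RGS7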
# Bim-Bcl-B = disrupts Bim peptide binding to human Bcl-B; Q9HD36; bead-based flow cytometry; inhibition, % at 10 µM; 190,000 compounds, 0.073% hits;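 further: 0% = tracer peptide without compound and 100% = reference inhibitor peptide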
# Target sequence (Q9HD36 whole entry, looked up): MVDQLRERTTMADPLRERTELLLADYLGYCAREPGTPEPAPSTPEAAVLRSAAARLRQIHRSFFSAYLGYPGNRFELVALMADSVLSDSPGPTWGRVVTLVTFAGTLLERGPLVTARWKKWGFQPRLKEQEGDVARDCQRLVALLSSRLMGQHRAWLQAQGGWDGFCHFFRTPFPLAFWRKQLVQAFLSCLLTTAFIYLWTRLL
# Bim-Bcl-W = human Bim-Bcl-W interaction inhibition; Q92843; bead-based flow cytometry, Bim peptide-Bcl-W binding; inhibition, % at 10 µM; 190,000 compounds, 0.02% hits;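 further: 0% = bound tracer without compound and 100% = peptide blocker; higher means less fluorescent Bim peptide bound to Bcl-W beads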
# Target sequence (Q92843 whole entry, looked up): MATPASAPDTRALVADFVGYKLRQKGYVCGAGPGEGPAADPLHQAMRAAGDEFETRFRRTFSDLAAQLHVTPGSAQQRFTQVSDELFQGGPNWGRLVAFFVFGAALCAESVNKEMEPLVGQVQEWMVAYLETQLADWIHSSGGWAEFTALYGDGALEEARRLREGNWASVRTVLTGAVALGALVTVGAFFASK
# * marks the source's active call; other numbers are inactive results; ? = inconclusive. Unless noted, no stated cut-off is given here; in the data, active means inhibition above about 40%.
SMILES,Mcl-1 Bim block,Bim-Bcl-XL,RGS8-Gao reg,RGS4-Gao reg,Bim-Bcl-2,Bim-Bfl-1,GSH bead fluor,Mcl1 Bid PPI,RGS7-Gao reg,Bim-Bcl-B,Bim-Bcl-W
Cc1ccc(C(=O)CC(c2cccs2)S(=O)(=O)c2ccc(C)cc2)cc1 (stereo not drawn),-10,-10,100,101,-17,-18,11,-5,101,-14,-9
Cc1cccc(C(=O)NCCc2csc(C)n2)c1,2,-1,105,100,0,-6,20,-13,103,-1,2
CSCCC(NS(=O)(=O)c1ccc2c(c1)oc(=O)n2C)C(=O)NC1CCN(Cc2ccccc2)CC1 (stereo not drawn),1,-5,95,99,-2,-4,14,-60,97,-3,-4
CCOC(=O)N1CCN(C(=S)Nc2ccc(C)cc2C)CC1,-3,-4,101,103,-2,-9,17,-43,102,-5,-4
CC[C@@H](C)C(NC(=O)OC(C)(C)C)c1cn([C@@H](Cc2ccc(O)cc2)C(=O)N2CCN(C(=O)OC(C)(C)C)CC2)nn1 (stereo partly drawn),-2,-1,103,99,-7,-4,20,-11,104,-5,0
CC(=O)Nc1cccc(-c2nc3ccccc3c(=O)o2)c1,-3,0,100,102,-3,-3,33,13,101,-2,1
Cc1nc2nc(SCC(=O)NCc3ccco3)nn2c(C)c1Cc1ccccc1,0,0,103,93,0,0,15,-49,100,1,1
COc1ccc(NC(=O)COC(=O)/C=C/c2cnc3ccccc3n2)cc1,0,-1,99,94,2,-6,17,-44,95,-2,2
CN(C)S(=O)(=O)c1cccc(NC(=O)c2ccc(OC(F)(F)F)cc2)c1,-5,-7,106,104,-2,-2,4,-11,103,-6,-2
O=C(NN=C(Cc1ccccc1)Cc1ccccc1)c1ccccc1O,2,-6,96,91,-2,0,13,-75,96,-5,0
Cc1ccc(C)c(C(C)NC(=O)CC#N)c1 (stereo not drawn),2,-2,94,96,-4,0,17,-36,86,0,0
COc1ccc(S(=O)(=O)N[C@@H](CC(C)C)C(=O)O)cc1,-3,-6,102,98,-8,-11,15,-9,98,-11,-1
COC(=O)N/N=C/c1ccccc1,-2,-4,101,98,-5,-6,14,-1,?,-4,1
CCC(C(=O)OCC(=O)Nc1c(Cl)cccc1Cl)c1ccccc1 (stereo not drawn),-3,-5,116,100,-4,-7,13,-6,95,-8,-4
CCC(C)NC(=O)C1(C)CCC(=O)N1Cc1ccccc1OC (stereo not drawn),-2,6,104,100,-11,-12,20,-22,94,-7,0
O=C(NCc1ccc2c(c1)OCO2)c1c(F)c(F)c(F)c(F)c1F,-2,0,99,93,-2,-3,15,-10,96,0,0
CCc1cccc(C)c1NC(=S)N(Cc1cccnc1)Cc1ccco1,-4,-5,103,99,0,-1,13,-49,98,-3,-4
O=C(CN1CCCC1)OCCCc1ccccc1,-4,-7,100,99,0,0,17,1,99,-3,-2
CCN(CC)C(=O)C[n+]1cccc(C(N)=O)c1,-8,-13,101,100,-5,-5,7,-25,102,-8,-6
CCc1ccc2c(COC(=O)CNS(=O)(=O)c3ccc(NC(C)=O)cc3)cc(=O)oc2c1,0,-4,84,88,-24,-18,21,-12,84,-9,-2
COc1ccccc1C(=O)C1CCCN(Cc2ccc(Oc3ncccn3)cc2)C1 (stereo not drawn),-5,-6,106,103,-6,-8,13,-20,101,-7,-6
CN(C)/C=C(\C#N)C(=O)Nc1ccc(O)cc1F,-1,-6,100,100,0,-4,13,-38,105,-4,-3
COc1ccc(NC(=O)CSC2CC(=O)N(c3ccc4c(c3)OCCO4)C2=O)cc1 (stereo not drawn),-7,0,103,100,-12,-12,50,12,100,-11,3
Cn1nnnc1SC1CC(=O)N(c2ccccc2)C1=O (stereo not drawn),-3,-4,100,96,-4,-10,10,-22,95,-8,-5
CCOc1ccccc1C(=O)NCC(=O)OCC(=O)N1C(C)CCCC1C (stereo not drawn),-5,-10,100,99,-14,-18,28,0,96,-12,-4
O=C(Nc1ccccc1C(F)(F)F)N1CCN(c2ccc3nnc(-c4ccc(F)cc4)n3n2)CC1,0,-4,107,102,-2,-8,31,0,99,-8,-4
Cc1nnc(SCc2c(Cl)cccc2[N+](=O)[O-])s1,0,0,95,86,-1,-6,14,-28,94,-3,0
Fc1ccc(CNC(=S)Nc2cccc(C(F)(F)F)c2)cc1,-4,-6,102,101,-3,-1,9,-61,102,-6,-4
CCOC(=O)N1CCC(N2CCN(S(=O)(=O)CC)CC2)CC1,-4,-5,113,106,-2,-2,10,8,104,-1,-4
Cc1ccc(CNc2cnccn2)cc1,1,-1,102,100,-5,-8,24,-5,96,-6,2
CCOC(=O)c1c(-c2cccs2)csc1NC(=O)CNCCN1CCOCC1,-4,-3,111,105,3,-5,22,-10,106,-1,-4
CCOc1cc(C)c(S(=O)(=O)Nc2ccc3cn[nH]c3c2)cc1C,-6,-3,102,102,-1,0,20,-8,101,-1,-1
CC1CN(C(=O)COC(=O)c2ccc(NC(=O)CC#N)cc2)CC(C)O1 (stereo not drawn),0,1,99,97,-7,-8,13,-13,104,-3,0
Cc1c2c(nc3ccccc13)CCC(C(C)(C)C)C2 (stereo not drawn),2,4,102,102,2,7,12,22,99,4,0
COc1cccc(OC(=O)N2CCOCC2)c1,1,-1,98,98,0,0,18,-11,93,0,-1
CC(=O)c1cc(C(=O)c2ccccc2)sc1Nc1ccccc1,-2,-3,95,92,1,4,9,3,96,-18,-1
COc1ccccc1C(=O)Nc1ccc(C)cc1C(=O)c1ccccc1,1,-6,97,95,-3,-5,15,-9,98,-8,-3
COc1ccc(S(=O)(=O)Nc2cccc(/C=C/C(=O)O)c2)cc1,-1,-4,103,103,0,3,9,-17,100,0,0
COc1cccc(OCC(O)CN2C(C)CCCC2C)c1 (stereo not drawn),-2,-6,100,99,-10,-17,36,-13,99,-10,1
Cc1nn(-c2ccccc2[N+](=O)[O-])c(=O)c2ccccc12,0,-2,97,93,-6,-5,21,2,99,-3,0
COC(=O)c1ccc(NC(=O)CSc2ccccn2)cc1,0,0,105,99,-3,-8,7,-36,98,-3,6
Cc1ccc(-n2c(C)cc(C)c(C#N)c2=O)cc1Cl,-5,-4,99,101,-3,-3,27,-10,98,-7,-3
CCN(CC)C(=O)CSc1nnc(-c2ccc(S(=O)(=O)NCc3ccccc3Cl)cc2)o1,-2,-3,102,102,0,0,12,-2,102,1,-2
CCOc1ccccc1N(CC(=O)N/N=C(\C)c1cccc(Br)c1)S(C)(=O)=O,0,-5,98,94,-4,-4,18,-5,97,-3,-2
COc1cccc(C(=O)NCC(=O)N2CCC(C)CC2)c1,0,3,99,98,-5,-12,54,-21,96,-5,-1
CCSc1nnc(NC(=O)C(C)(C)C)s1,0,-2,114,106,7,7,14,9,101,3,-2
O=C(O)c1ccc(NC(CSCc2cccc(F)c2)C(=O)O)c([N+](=O)[O-])c1 (stereo not drawn),1,-3,102,103,-6,-13,13,6,97,-6,0
Cn1c(C(=O)N2CCc3ccccc3C2)cc2c(=O)n3ccccc3nc21,-6,-11,100,99,-9,-4,22,-23,98,-8,-8

# Shown with two lines to a compound: part of the list above.
# Order of results – Mcl-1 Bim block, Bim-Bcl-XL, RGS8-Gao reg, RGS4-Gao reg, Bim-Bcl-2, Bim-Bfl-1, GSH bead fluor, Mcl1 Bid PPI, RGS7-Gao reg, Bim-Bcl-B, Bim-Bcl-W
COc1cccc(OCC(O)CN2C(C)CCCC2C)c1 (stereo not drawn)
    -2, -6, 100, 99, -10, -17, 36, -13, 99, -10, 1
Cc1nn(-c2ccccc2[N+](=O)[O-])c(=O)c2ccccc12
    0, -2, 97, 93, -6, -5, 21, 2, 99, -3, 0
COC(=O)c1ccc(NC(=O)CSc2ccccn2)cc1
    0, 0, 105, 99, -3, -8, 7, -36, 98, -3, 6

# Additional records follow:
SMILES,Mcl-1 Bim block,Bim-Bcl-XL,RGS8-Gao reg,RGS4-Gao reg,Bim-Bcl-2,Bim-Bfl-1,GSH bead fluor,Mcl1 Bid PPI,RGS7-Gao reg,Bim-Bcl-B,Bim-Bcl-W
COCCNc1nnc(SCC(=O)NNC(=O)c2ccccc2)s1,0,-2,101,101,-2,-1,7,-35,103,-2,-1
CN1CCOCCOCCN(C)C1=O,11,14,101,105,13,17,13,-2,93,8,9
CCN1C(=O)CC(C(=O)Nc2ccc(F)cc2)SC1=Nc1cccc(OC)c1 (stereo not drawn),-7,-13,98,96,-14,-17,31,-139,97,-13,-1
Cc1cc(C)n(CC(O)CN2C(=O)NC(C)(C)C2=O)n1 (stereo not drawn),-1,-5,99,99,-10,-12,14,-2,98,-10,-2
O=C(Cc1n[nH]c(=O)c2ccccc12)OCC(=O)c1ccc2c(c1)OCCO2,1,-4,104,102,-5,-4,14,0,105,-3,3
COCCN(C(=O)c1ccccc1OC)c1nnc(C)s1,-1,0,98,100,0,-5,13,-30,?,-4,-2
Cc1c(NC(=O)c2ccc3c(c2)OCO3)cccc1-c1nc2ccccc2o1,-2,-8,105,103,-4,-10,33,-7,99,-4,3
Cc1[nH]c2c(C)cccc2c1CCNS(=O)(=O)c1cccc([N+](=O)[O-])c1,-1,-5,100,99,-4,-3,20,-20,100,-4,0
Cn1cc(CN2CCC(CO)CC2)c(-c2ccc(Oc3ccccc3)cc2)n1,2,0,100,100,-2,-4,22,-48,96,0,2
CN(C)CC(C)(C)CNC(=S)Nc1ccc(S(=O)(=O)N2CCOCC2)cc1,-6,-7,101,102,0,0,9,-52,99,-13,-4
Cc1noc(C)c1S(=O)(=O)N(C)CC(=O)Nc1ccc(F)cc1,-2,-3,100,105,-1,-5,5,-7,105,-2,-2
COc1ccc(C(=O)C2CCCN(Cc3cccn3-c3nccs3)C2)cc1F (stereo not drawn),14,-1,104,102,-1,-5,11,-37,105,-1,9
NS(=O)(=O)c1cccc(NS(=O)(=O)c2ccc(/C=C/C(=O)OCC(=O)c3ccc(Br)cc3)cc2)c1,-2,5,101,97,2,14,8,-13,103,4,9
CC(=O)OCC1OC(n2ccc3ccccc32)C(OC(C)=O)C(OC(C)=O)C1OC(C)=O (stereo not drawn),0,-9,82,89,1,1,50,-23,90,0,-1
Cc1csc(NC(=O)CCNC(=O)c2ccccc2Cl)n1,0,-2,105,103,1,-2,14,-4,98,-4,-2
COc1ccc(C(=O)c2coc3ccc(O)c(CN4CCCCC4)c23)cc1,-5,-6,106,99,-6,-4,20,-26,97,-4,-6
COc1cc([N+](=O)[O-])cc(/C=N/NC(=O)C(C)Nc2cccc3ccccc23)c1O (stereo not drawn),-4,-9,101,101,-5,-10,17,-128,98,-4,-4
O=C1c2ccccc2C(=O)N1c1nc(-c2cccs2)cs1,-1,-2,95,100,-6,0,19,-10,95,-2,-2
Brc1ccccc1OCCCCn1cnc2ccccc21,-3,0,98,98,-4,-2,18,-4,?,-2,-2
Cc1onc(-c2ccccc2)c1C(=O)N1CCN(C)CC1,1,0,110,106,-2,-3,62,-30,104,-1,-2
CCOc1ccccc1-c1nc(C(N)=O)c2[nH]c(=O)n(-c3ccc(F)cc3)c2n1,-6,-4,105,105,-10,-4,13,5,105,-9,-7
O=C(O)CCCCCNS(=O)(=O)/C=C/c1ccccc1,0,0,105,82,3,-5,35,-10,78,-8,1

# High-throughput results (PubChem)
